UPR XBP1 act – adaptive UPR (XBP1) activation. CHO-XBP1 luciferase reporter, IRE1-XBP1 UPR activation, luminescence; percent of tunicamycin response, DMSO as zero. activation, % at 20 µM. 330,000 tested, 0.33% active;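 active means versus positive control, 20 µM dose yields 30% or more activation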;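 further: 100% = tunicamycin at 10 µg/mL and 0% = DMSO only wells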
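Material: CHO-XBP1 cells stably carrying IRE1-XBP1-driven luciferase reporter / Amount: 1000 cells per well / Compound: 20 µM, 1% DMSO / Times: 6 h treatment, 37 °C / Detection: luciferase luminescence / Measure: % activation of reporter signal versus tunicamycin and DMSO controls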
697 NFkB inh – inhibitors of the PMA/ionomycin-induced NF-kB reporter in 697 B cells. 697 B-cell NF-kB luciferase reporter, 16 h. inhibition, % at 4 µM. 330,000 tested, 0.33% active. AID 435022; in the data active means inhibition above about 35%
CHOP UPR activ – apoptotic UPR (CHOP) activation; CHO-CHOP luciferase reporter, luminescence; percent of tunicamycin response over DMSO baseline; activation, % at 10 µM; 330,000 tested, 0.34% active;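 active means at 10 µM dose, activation of 40% or more, normalized to positive control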;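 further: 100% = tunicamycin at 10 µg/mL and 0% = DMSO alone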
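System: CHO-CHOP luciferase reporter cell line | Buffer or medium: F12 medium containing 10% fetal bovine serum | Doses: One dose, 10 µM in 0.5% DMSO | Times: 6 h compound exposure at 37 °C after overnight seeding | Signal: Luciferase luminescence | Read-out: % activation vs tunicamycin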
TIM10 inh – growth inhibitors of TIM10 yeast strain. S. cerevisiae TIM10 strain growth, BacTiter-Glo luminescence, 24 h. inhibition, % at 10 µM. 330,000 tested, 1.4% active;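 active means inhibition of 40% or more at the single tested concentration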;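 further: wild-type TIM10 isogenic control strain grown at permissive 25 °C; 0% = DMSO yeast wells and 100% = minimal medium wells without yeast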
Mdm2 MdmX PPI – human Mdm2/MdmX binding inhibition. O15151+Q00987. SaOS-2 split-luciferase Mdm2/MdmX complementation, luminescence. inhibition, % at 8 µM. 330,000 tested, 3% active;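 active means inhibition of at least 50% at 8 µM in the primary screen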
Target sequence (O15151 whole entry, looked up): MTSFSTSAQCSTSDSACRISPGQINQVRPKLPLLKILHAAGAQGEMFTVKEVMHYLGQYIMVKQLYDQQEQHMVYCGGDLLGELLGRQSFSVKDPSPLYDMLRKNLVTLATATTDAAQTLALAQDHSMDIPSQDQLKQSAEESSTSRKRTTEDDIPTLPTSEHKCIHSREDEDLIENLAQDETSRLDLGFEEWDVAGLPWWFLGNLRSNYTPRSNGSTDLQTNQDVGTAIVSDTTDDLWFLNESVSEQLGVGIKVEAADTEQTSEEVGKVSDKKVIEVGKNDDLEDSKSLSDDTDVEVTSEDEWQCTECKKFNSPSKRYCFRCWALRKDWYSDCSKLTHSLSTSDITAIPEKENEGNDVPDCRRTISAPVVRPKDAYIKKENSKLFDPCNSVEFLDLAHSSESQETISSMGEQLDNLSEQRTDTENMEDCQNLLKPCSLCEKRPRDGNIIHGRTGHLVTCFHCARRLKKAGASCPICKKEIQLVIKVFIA
Target sequence (Q00987 whole entry, looked up): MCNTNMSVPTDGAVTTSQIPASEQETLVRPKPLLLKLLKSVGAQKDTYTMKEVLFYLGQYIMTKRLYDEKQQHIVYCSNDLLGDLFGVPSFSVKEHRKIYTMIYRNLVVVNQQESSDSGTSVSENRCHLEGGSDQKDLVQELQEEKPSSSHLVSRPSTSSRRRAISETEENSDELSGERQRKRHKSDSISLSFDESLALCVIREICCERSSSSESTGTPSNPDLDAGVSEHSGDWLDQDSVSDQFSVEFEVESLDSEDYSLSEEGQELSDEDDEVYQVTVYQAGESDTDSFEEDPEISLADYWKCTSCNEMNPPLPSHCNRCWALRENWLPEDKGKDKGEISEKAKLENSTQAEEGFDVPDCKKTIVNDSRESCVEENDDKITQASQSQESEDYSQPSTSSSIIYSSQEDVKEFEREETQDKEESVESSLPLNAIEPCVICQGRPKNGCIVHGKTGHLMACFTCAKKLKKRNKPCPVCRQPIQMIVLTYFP
tim10-1 inh – tim10-1 yeast growth inhibition | S. cerevisiae tim10-1 ts strain growth, BacTiter-Glo, 24 h | inhibition, % at 20 µM | 330,000 tested, 2.2% active;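 active means inhibition of at least 40%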;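 further: mutant grown at 25 °C; 0% = DMSO wells with yeast and 100% = wells holding no yeast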
Jurkat NFkB inh – lowers PMA/ionomycin-induced NF-kB signal in Jurkat cells; AID 435003; inhibition, % at 4 µM; 330,000 tested, 0.53% active; PMA/ionomycin-induced NF-kB luciferase reporter, luminescence; in the data active means inhibition above about 50%
tim23-1 inh – growth inhibitors of tim23-1 mutant yeast; S. cerevisiae tim23-1 growth, BacTiter-Glo luminescence, 24 h; inhibition, % at 20 µM; 330,000 tested, 1.3% active; AID 463212;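 active means growth inhibition of the mutant yeast at or above 50%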;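 further: temperature-sensitive mutant grown at 25 °C; plate controls were DMSO-treated mutant yeast for no effect and medium wells lacking yeast for full effect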
Starred values were filed as active, the others as inactive.

Below each SMILES: UPR XBP1 act	697 NFkB inh	CHOP UPR activ	TIM10 inh	Mdm2 MdmX PPI	tim10-1 inh	Jurkat NFkB inh	tim23-1 inh
O=C1CCC(C(=O)N2CCC(O)(c3ccccc3)CC2)CN1CCc1ccccc1 (stereo not drawn)
  0	13	0.3	-6	9	-1	6	-9
COc1ccccc1CN1CCNC(=O)C1CC(=O)NC1CCCCCC1 (stereo not drawn)
  -5	-28	-0.9	10	28	33	7	17
O=C(O)CCc1nc(-c2cccs2)no1
  -7	0	-0.1	-1	-1	-11	5	6
O=C(Nc1ccccc1)C1CCN(S(=O)(=O)c2cccs2)CC1
  -1	9	-1.0	7	13	-2	-3	9
Cc1c(Cl)cccc1NC(=O)CCN1C(=O)NC(C)(C)C1=O
  0	14	0.3	-3	12	1	-16	12
COc1ccc(C2C(C#N)=C(C)NC(C)=C2C(=O)OC(C)C)c(OC)c1 (stereo not drawn)
  -2	-3	0.5	11	12	19	-13	8
CSc1nnc(NC(=O)c2ccc3c(c2)OCO3)s1
  -8	-121	-8.2	0	42	17	2	3
CCCCn1nnc(NC(=O)c2cc3ccccc3o2)n1
  6	-10	4.7	-5	-49	-17	-63	-3
COC(=O)[C@]1(C)N[C@H](CN(C)S(=O)(=O)c2ccc(OC)cc2)[C@@H]2C(=O)N(C)C(=O)[C@@H]21
  0	-3	-0.2	-3	8	8	2	11
Cc1nc2ccccc2c2oc(C(=O)N3CCN(C(=O)c4ccco4)CC3)cc12
  -1	9	-0.8	0	29	6	5	5
Cc1ccc(NC(=O)NC(=O)c2ccccc2)cc1F
  -4	-109	6.0	-1	-24	-8	-117	11
Cc1ccc(C2CC2C(=O)NNC(=S)Nc2cccc(C)c2)cc1 (stereo not drawn)
  1	11	-0.5	32	7	49*	-1	23
COCC(C)n1c(SCc2cc(C(=O)OC)c(C)o2)nc2ccccc2c1=O (stereo not drawn)
  1	-15	2.6	6	15	11	15	21
O=C(COC(=O)Cn1cnc2ccccc2c1=O)NCc1ccccc1Cl
  -3	12	-1.5	-9	17	2	18	-1
CC(CNC(=O)CCn1c(=O)c2cccn2c2ccc(F)cc21)c1ccccc1 (stereo not drawn)
  -2	3	2.3	15	-11	22	-2	32
COC(=O)C1=C(C)OC(N)=C(C#N)C1c1ccco1 (stereo not drawn)
  -1	9	0.0	2	-2	10	5	8
CCCN(CC1CC1)c1nc(C)nc(Nc2c(Cl)cc(Cl)cc2Cl)c1Cl
  -7	-3	-0.3	12	41	12	17	11
Cc1c(C)c2ccc(OS(C)(=O)=O)cc2oc1=O
  -1	9	0.9	0	14	16	7	17
CN1CCN(c2ccccc2NC(=O)c2ccc(-c3cccc(Cl)c3)o2)CC1
  5	5	0.2	36	27	60*	-7	44
Cc1ccc(/C=N/Nc2ccc3c(C(F)(F)F)cc(C(F)(F)F)nc3n2)cc1
  -1	-24	-0.9	-1	13	8	10	11
O=S(=O)(c1cccc(-c2csc(-c3ccccc3)n2)c1)N1CCOCC1
  3	-1	0.2	28	18	37	-3	18
CC(C)c1ccc(NC(=O)N2CCc3ccccc3C2)cc1
  3	-95	5.4	45*	-64	24	-84	52*
Cc1ccc(NC2=CC(=O)CC(C)(C)C2)c(N)c1
  -3	-4	0.7	-2	2	-11	-7	1
Cc1cc(C(=O)NCCCN2CCCC2=O)cs1
  -1	29	-0.2	-22	8	6	10	-8
COCCNC(=O)[C@H]1N2C(=O)c3c(ccc(OC)c3OC)C2SC1(C)C (stereo partly drawn)
  -3	-5	0.2	0	5	13	-6	13
CCCN(CCC)S(=O)(=O)c1ccc(C(=O)Nc2nnc(-c3cc(OC)cc(OC)c3)o2)cc1
  5	-8	11	22	51*	41*	9	-5
CCN(CC(=O)Nc1ccc(Br)cc1)C(=O)Cc1cccc(F)c1
  -3	22	0.5	-3	14	-17	10	3
CCOC(=O)c1ccccc1N/C=C1\CCCCC1=O
  1	5	-0.4	-26	6	-18	-6	27
CCC(=O)Nc1nc(NCc2ccccc2OC)n(-c2ccccc2)n1
  -4	5	1.3	-5	20	10	2	5
Cc1cc2[nH]c(=O)c(=O)[nH]c2cc1S(=O)(=O)NC1CCC(C)CC1 (stereo not drawn)
  0	-4	1.5	-1	40	17	11	10

The last five compounds of the part above open the next one:
Below each SMILES: UPR XBP1 act	697 NFkB inh	CHOP UPR activ	TIM10 inh	Mdm2 MdmX PPI	tim10-1 inh	Jurkat NFkB inh	tim23-1 inh
CCCN(CCC)S(=O)(=O)c1ccc(C(=O)Nc2nnc(-c3cc(OC)cc(OC)c3)o2)cc1
  5	-8	11	22	51*	41*	9	-5
CCN(CC(=O)Nc1ccc(Br)cc1)C(=O)Cc1cccc(F)c1
  -3	22	0.5	-3	14	-17	10	3
CCOC(=O)c1ccccc1N/C=C1\CCCCC1=O
  1	5	-0.4	-26	6	-18	-6	27
CCC(=O)Nc1nc(NCc2ccccc2OC)n(-c2ccccc2)n1
  -4	5	1.3	-5	20	10	2	5
Cc1cc2[nH]c(=O)c(=O)[nH]c2cc1S(=O)(=O)NC1CCC(C)CC1 (stereo not drawn)
  0	-4	1.5	-1	40	17	11	10
C#CC1(NC(=O)NCCCC)CCCCC1
  0	3	-1.1	-6	-26	14	-13	7
Cc1cc(OCC(=O)NNC(=S)NC(=O)c2cccs2)ccc1Cl
  -3	7	-0.1	23	30	28	11	31
CC(CCc1ccccc1)NC(=O)c1cccc(F)c1 (stereo not drawn)
  1	12	0.4	-5	25	-3	-14	-1
CCOc1ccc(CCNC(=O)Nc2ccccc2)cc1OCC
  -6	5	1.0	13	-22	11	8	16
CC/C(C)=N\N=C\c1c(O)n(CC)c2cc(C3=NNC(=O)CC3)ccc12
  7	5	1.0	0	29	23	0	21
O=C(CCCC(=O)N(CC(=O)NC1CCCCC1)Cc1ccco1)Nc1ccccn1
  -3	26	-1.9	7	-11	-1	8	1
COc1cccc(/C=C2\SC(=S)N(CC(=O)N(C)C3CCS(=O)(=O)C3)C2=O)c1 (stereo not drawn)
  -2	-21	2.9	1	11	12	-3	9
COc1ccccc1NS(=O)(=O)c1cc(NC(=O)c2ccc(Cl)nc2)ccc1Cl
  0	-71	0.7	25	13	19	24	16
COc1cc(CNc2ccc3[nH]c(=O)[nH]c3c2)ccc1OCc1ccccc1Cl
  3	-13	13	15	24	-3	7	3
O=C1CCC(C(=O)N2CCCC2)CN1CCc1cccc(F)c1 (stereo not drawn)
  -3	8	2.7	-1	17	13	17	2
COc1ccc(NC(=O)CSc2nnc(-c3ccncc3)o2)c([N+](=O)[O-])c1
  -2	5	0.9	9	4	2	14	1
CCC(C)(CC(=O)Nc1nccs1)c1ccccc1 (stereo not drawn)
  -5	1	-1.2	26	-25	11	21	24
CC(C)(C)c1ccc(-c2csc(NC(=O)CN3C(=O)NC4(CCCCC4)C3=O)n2)cc1
  1	-7	2.9	-10	45	-8	15	-12
NC(Cc1ccccc1)C(O)(c1ccccc1)c1ccccc1 (stereo not drawn)
  -4	-2	-0.5	19	24	16	15	27
NC(=O)c1ccccc1NC(=O)CC1(CC(=O)O)CCCC1
  3	8	-0.3	2	16	4	8	9
O=C(O)C1CSC(c2coc3ccccc3c2=O)N1 (stereo not drawn)
  -3	3	0.3	0	18	-26	-4	23
Cc1cccc(CCNC(=O)c2cccc(NC3=NC4CS(=O)(=O)CC4S3)c2)c1 (stereo not drawn)
  -1	8	-1.2	-11	-1	9	3	15
CC1=C(C(=O)Nc2ccc(C)cc2C)C(c2ccc(Cl)cc2)n2nc(C(=O)OC(C)C)nc2N1 (stereo not drawn)
  0	-20	4.5	-10	15	17	-2	-22
COC(=O)CNC(=O)c1cccc(Cl)c1
  0	5	1.2	12	-7	-9	3	9
CC(=O)C[C@@H](O)CC(=O)[C@@H]1OC(=O)[C@H](C)CCCCc2ccccc21
  0	14	0.5	4	4	21	-1	14
CN(C)c1ccc(SC#N)cc1
  1	16	1.2	5	-12	7	7	-3
O=C1CN(C(=O)COC(=O)CCc2ccccc2O)c2ccccc2N1
  -3	18	-0.6	2	-10	-5	4	-3
Cc1nnc(SCC(=O)N2c3ccccc3CC2C)[nH]c1=O (stereo not drawn)
  -4	24	-1.3	4	13	11	5	-3
CC1=C(C)CC(C(=O)NCCc2ccccc2)C(C(=O)O)C1 (stereo not drawn)
  2	7	-1.0	8	11	8	-11	2
Cc1ccc2[nH]c(=O)c(C(c3nnnn3C3CCCC3)N(Cc3cccnc3)Cc3ccco3)cc2c1 (stereo not drawn)
  -4	-19	2.1	13	21	18	-1	26
Cc1nc2nc(C)c(NS(=O)(=O)c3ccc(Cl)cc3)c(=O)n2[nH]1
  0	21	-0.4	4	25	5	13	12
Cc1nc(SCC(=O)Nc2ccnc3ccccc23)n[nH]1
  1	9	-2.5	-11	-11	9	6	-6
O=C(CSc1n[nH]c(-c2ccccc2)n1)Nc1ccc(N2CCOCC2)cc1
  -1	5	-0.9	-14	-8	0	-9	3
CCOc1ccc(/C=c2\sc3nc(-c4ccco4)nn3c2=O)cc1OCC
  -1	-37	1.5	3	18	16	-10	23
C[C@H](CO)N1C[C@H](C)[C@@H](CN(C)Cc2ccccc2)Oc2ccc(NC(=O)Cn3cnnn3)cc2C1=O
  -1	-24	-0.7	4	-8	5	-7	1

Three of the entries above in order of their number in Mdm2 MdmX PPI, ascending.
Molecule,Mdm2 MdmX PPI
Cc1ccc(NC2=CC(=O)CC(C)(C)C2)c(N)c1,2
COCCNC(=O)[C@H]1N2C(=O)c3c(ccc(OC)c3OC)C2SC1(C)C (stereo partly drawn),5
CC/C(C)=N\N=C\c1c(O)n(CC)c2cc(C3=NNC(=O)CC3)ccc12,29

Continued:
Below each SMILES: UPR XBP1 act	697 NFkB inh	CHOP UPR activ	TIM10 inh	Mdm2 MdmX PPI	tim10-1 inh	Jurkat NFkB inh	tim23-1 inh
Nc1ncnc2c1ncn2[C@@H]1O[C@H](CN2CCCS2(=O)=O)[C@@H](O)[C@H]1O
  1	-2	1.3	-1	9	-9	1	0
O=C(O)c1ccc(N2CCCS2(=O)=O)cc1
  -3	11	1.2	-12	24	6	-4	10
Cc1ccc(CNC(=O)Nc2cccs2)cc1
  -2	-44	2.2	21	-1	8	-45	12
CC1=C(C)C(C)=C(C#N)C(=C(C#N)C#N)N1
  2	3	3.8	8	-15	20	1	-1
Cc1ccnc(NC(=O)c2ccccc2NC(=O)c2ccccc2)c1
  -1	-4	-1.0	12	4	50*	-13	41
COCCCNC(=S)N(CCCN(C)C)Cc1cc2cc3c(cc2[nH]c1=O)OCCO3
  -1	0	1.9	2	4	-12	9	-11
O=C(NN=C1CCCC1)NC1CCCCC1
  0	-5	3.2	-3	-4	-13	-9	-1
CCOC(=O)NC(=O)C(=CNc1ccccc1C)C(=O)NC(=O)OCC
  7	17	0.4	5	-17	-7	16	5
O=c1c2ccccc2[nH]c2ccccc12
  1	1	-0.7	-28	-3	-70	0	21
O=c1c2c([nH]c3ccccc13)CCCCC2
  -1	8	0.3	-16	21	6	9	19
CCCCC(=O)Nc1cc(Cl)ccc1C(=O)O
  0	9	1.1	3	29	2	9	-12
Brc1ccc(CSc2ncn[nH]2)cc1
  -4	5	-2.1	-13	3	3	4	8
C/C(=N\NC(=O)NC1CCCCC1)c1ccco1
  -2	2	2.2	-10	-1	15	3	13
CCOc1ccc(Br)cc1S(=O)(=O)NCc1ccncc1
  -4	-22	-0.4	-77	3	-48	3	-308
CN(C)S(=O)(=O)c1cccc(NC(=O)COC(=O)C2CCN(C(=O)c3ccc(F)cc3)CC2)c1
  0	-3	-3.1	9	4	-1	2	-11
O=C(C1CC(=O)N(c2ccc3c(c2)OCCO3)C1)N1CCN(Cc2ccccc2F)CC1 (stereo not drawn)
  0	2	0.4	-5	11	-2	4	-1

High-throughput results: PubChem BioAssay, Sanford-Burnham Center for Chemical Genomics
